Screening results: PubChem, Sanford-Burnham Center for Chemical Genomics
CHOP UPR activ: apoptotic UPR (CHOP) activation | CHO-CHOP luciferase reporter, luminescence; percent of tunicamycin response over DMSO baseline | AID 449763 | activation, % at 10 µM | 330,000 tested, 0.34% active;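 active = at 10 µM dose, activation of 40% or more, normalized to positive control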;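 also: 100% = tunicamycin at 10 µg/mL and 0% = DMSO alone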
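Evaluation: % reporter activation, DMSO baseline versus tunicamycin full activation; System: CHO-CHOP luciferase reporter cell line; Input: 500 cells/well; Incubation: 6 h compound treatment, 37 °C; Measured by: Steady-Glo luciferase luminescence; Dosing: one dose, 10 µM in 0.5% DMSO; Buffer or medium: F12 medium, 10% FBS; Benchmarks: positive tunicamycin 10 µg/mL, negative DMSO alone.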
APJ ag: APJ receptor agonism | P35414 | CHO-K1 APJ PathHunter beta-arrestin, luminescence; 0% DMSO wells, 100% apelin | activation, % at 20 µM | 330,000 tested, 0.11% active;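 active = activation more than six SD over the plate average, tested at 20 µM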;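 also: 0% = DMSO alone and 100% = apelin-13 at 10 nM; some results filed as inactive read as strong as hits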
Target sequence (P35414 whole entry, looked up): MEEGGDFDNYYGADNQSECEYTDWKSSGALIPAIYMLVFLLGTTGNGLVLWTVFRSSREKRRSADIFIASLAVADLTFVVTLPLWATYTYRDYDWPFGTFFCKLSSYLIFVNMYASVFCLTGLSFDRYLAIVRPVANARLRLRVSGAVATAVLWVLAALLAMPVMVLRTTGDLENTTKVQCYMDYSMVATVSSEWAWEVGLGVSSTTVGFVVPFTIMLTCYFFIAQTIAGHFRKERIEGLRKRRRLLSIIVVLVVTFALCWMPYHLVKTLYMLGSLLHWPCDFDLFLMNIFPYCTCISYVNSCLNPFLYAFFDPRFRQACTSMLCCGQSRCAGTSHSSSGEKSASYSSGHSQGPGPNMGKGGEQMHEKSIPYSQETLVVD
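Assay system – PathHunter CHO-K1 APJ (AGTRL-1) beta-arrestin reporter cells · Compound – one dose, 20 µM compound, 1% DMSO · Timing – compound 90 min 25 °C, reagent 1 h · Measured by – luminescence from split beta-galactosidase complementation, Galacton Star/Emerald II substrate · Measure – beta-arrestin recruitment to APJ as agonist activity, luminescent signal · Benchmarks – DMSO vs Apelin-13 10 nM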
Mdm2-MdmX inh: disrupts the human Mdm2-MdmX interaction | O15151+Q00987 | inhibition, % at 8 µM | 330,000 tested, 3% active | SaOS-2 split-luciferase Mdm2/MdmX complementation, luminescence | AID 485346;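 active = inhibition of at least 50% at 8 µM in the primary screen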
Jurkat NFkB inh: inhibitors of the PMA/ionomycin-induced NF-kB reporter in Jurkat cells | 330,000 tested, 0.53% active | inhibition, % at 4 µM | PMA/ionomycin-induced NF-kB luciferase reporter, luminescence | AID 435003; in the data active = inhibition above about 50%
APJ antagonist: APJ receptor antagonism; 330,000 tested, 0.32% active; inhibition, % at 20 µM; CHO-K1 APJ beta-arrestin complementation, luminescence; P35414;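 active = inhibition above about 40% at 20 µM, limit read from the data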;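 also: cells challenged with 10 nM apelin-13 agonist together with compound; plate controls were apelin-13 plus DMSO wells for no effect and DMSO wells lacking apelin-13 for full effect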
UPR XBP1 act: adaptive UPR (XBP1) activation; 330,000 tested, 0.33% active; CHO-XBP1 luciferase reporter, IRE1-XBP1 UPR activation, luminescence; percent of tunicamycin response, DMSO as zero; activation, % at 20 µM;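 active = versus positive control, 20 µM dose yields 30% or more activation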;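 also: 100% = tunicamycin at 10 µg/mL and 0% = DMSO only wells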
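Material: IRE1-XBP1 luciferase reporter CHO line / Quantity: one thousand reporter cells per well / Buffer or medium: F12 with 10% serum / Compound: 20 µM single concentration, DMSO 1% / Times: 6 h treatment, 37 °C / Detection: Steady-Glo luciferase glow luminescence, 10 min after reagent addition / Benchmarks: tunicamycin high, DMSO low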
697 NFkB inh: lowers PMA/ionomycin-induced NF-kB signal in 697 B cells; 697 B-cell NF-kB luciferase reporter, 16 h; inhibition, % at 4 µM; 330,000 tested, 0.33% active; in the data active = inhibition above about 35%
tim23-1 inh: tim23-1 yeast growth inhibition; AID 463212; inhibition, % at 20 µM; 330,000 tested, 1.3% active; S. cerevisiae tim23-1 growth, BacTiter-Glo luminescence, 24 h;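 active = growth inhibition of the mutant yeast at or above 50%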;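 also: temperature-sensitive mutant grown at 25 °C; plate controls were DMSO-treated mutant yeast for no effect and medium wells lacking yeast for full effect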
* marks the source's active call; other numbers are inactive results.

SMILES	CHOP UPR activ	APJ ag	Mdm2-MdmX inh	Jurkat NFkB inh	APJ antagonist	UPR XBP1 act	697 NFkB inh	tim23-1 inh
CCOc1ccc(S(=O)(=O)Nc2ccccc2C(=O)N2CCCC2)cc1	1.4	-2	-7	1	5	-4	18	1
CCOC(=O)N1CCN(C(=O)c2cccn3c(=O)c4cc(Br)ccc4nc23)CC1	5.7	0	16	-17	0	2	29	12
Cc1ccc(S(=O)(=O)CC(=O)Nc2nc(C(C)(C)C)cs2)cc1	1.4	-1	17	1	-9	-5	-5	43
CC(C(=O)OCC(=O)N(C)C1(C#N)CCCCC1)N1C(=O)c2ccccc2C1=O (stereo not given)	-0.3	-2	-18	3	-8	-2	4	7
CCOC(=O)CC(NC(=O)CCc1c(C)nc2nc(C)nn2c1C)c1ccc(C)cc1 (stereo not given)	0.4	-4	-1	4	6	0	15	13
CCOc1ccc(NC(=O)CN(C)C(=O)c2ccccc2SCc2c(C)noc2C)cc1OCC	1.0	3	-1	11	20	1	7	-1
CC(=O)O[C@H]1CC(=O)OC(C)(C)C2CC(=O)[C@]3(C)C(CC[C@@](C)([C@@H](O[C@@H]4O[C@H](CO)[C@@H](O)[C@H](O)[C@H]4O)c4ccoc4)[C@@]34O[C@@H]4C(=O)O)[C@]21C (stereo not given in full)	-0.5	-3	-18	13	4	2	1	0
CCc1c(C)nc2ncnn2c1N1CCCC(C(=O)NCc2ccc3c(c2)OCO3)C1 (stereo not given)	1.2	-4	21	19	12	0	13	3
COC(=O)Cc1ccc(N(Cc2ccccc2F)S(=O)(=O)c2ccc(C)cc2)cc1	-1.5	-4	-3	9	11	0	-8	18
CC(C)[C@H](NC(=O)c1ccccc1)C(=O)OCC(=O)N1CCCc2ccccc21	0.3	-3	-9	-5	21	2	3	2
CC1CCCCN1C(=O)COC(=O)/C=C/c1ccc2ccccc2n1 (stereo not given)	3.8	1	38	-8	6	-2	-4	38
CC(c1ccco1)N(C(=O)c1cccc(Br)c1)c1ccccn1 (stereo not given)	0.5	0	13	-16	20	1	3	21
CCOC(=O)C1=C(COC(=O)CNC(=O)c2ccc(Cl)cc2Cl)NC(=O)NC1C (stereo not given)	0.6	-1	6	13	-22	1	-3	10
O=C(c1ccc(Br)o1)N1CCN(c2ccccc2F)CC1	0.7	-5	3	-1	13	0	11	20
Cc1ccc(NC(=O)N2CCCC(c3nc(-c4ccc(F)cc4)no3)C2)cc1 (stereo not given)	0.0	-1	-20	1	6	-2	-5	32
Cc1cccc(/C=N/c2sc3c(c2C(=O)OC(C)(C)C)CCN(C)C3)c1O	3.4	-1	-23	-3	5	1	-15	14
COc1ccc(/C=N/NS(=O)(=O)c2ccc(C)cc2)cc1OC(=O)c1ccccc1	-2.9	-5	8	5	17	0	22	12
Cc1cccnc1NC(=O)c1ccccc1NC(=O)C(C)(C)C	-1.8	-1	-7	-1	-11	-1	-6	10
CCOc1ccc(N(CC(=O)N/N=C/c2cccnc2)S(C)(=O)=O)cc1	-0.8	-1	14	-15	-2	-1	-8	11
CCOC(=O)N1CCC(N2CCCC(CO)(Cc3cccc(Cl)c3)C2)CC1 (stereo not given)	0.1	-2	11	-3	0	0	2	-4
Cc1nn2cc(-c3ncc(C(F)(F)F)cc3Cl)cnc2c1Br	-0.6	-1	-125	-128	12	-5	-156	-9
Cc1nn(-c2ccccc2)c2nc(-c3cccs3)cc(C(=O)NN)c12	0.0	1	23	9	-24	-5	17	35
COCCn1c(SCC(=O)Nc2cccc(OC)c2)nnc1-c1ccc(Cl)cc1	1.1	1	2	13	1	-5	15	20
Cc1ccc(S(=O)(=O)CCC(=O)OC2CC(C)OC2=O)cc1 (stereo not given)	-0.1	-1	4	-214	-2	-2	17	18
Cc1ccccc1Cc1c(C)nc2nc(SCC(=O)NCCCN3CCCC3)nn2c1C	0.7	1	-10	-10	6	-2	-6	2
COC(=O)c1ccc(NC(=O)C2C3CCC(C3)C2C(=O)O)cc1 (stereo not given)	-1.0	0	-18	-4	-19	-2	-37	-7
COc1ccccc1N1CC(C(=O)Nc2ccc(N3CCOCC3)cc2)CC1=O (stereo not given)	1.5	-3	-17	8	14	-3	-2	0
O=C(Nc1ccccc1)C1=C[C@@H](C2CCCCC2)C[C@@H](OCCCCO)O1	3.1	-1	25	-40	-59	-1	-35	28
C=CCn1c(SCC(=O)N2CCc3ccccc3C2)nc2sc(CC)cc2c1=O	-0.8	3	29	15	13	-3	-28	9
CN(C)Cc1ccc(-c2nc3cccc4c3n2CCNC4=O)cc1	-2.8	-2	58*	57*	24	-1	-11	1
O=C(CNc1ccc(F)cc1)N/N=C/c1c(O)ccc2ccccc12	-1.6	-1	72*	17	4	-4	-16	39
O=C(NNC(=O)c1ccc(F)cc1)C(=O)N1CCCCC1	-1.0	-2	3	-2	20	-1	-4	-5
Cc1nn(C)c(C)c1C(=O)NN	-1.1	-1	13	-8	-4	0	0	5
COc1ccc(NC(=O)C2CCCN(S(=O)(=O)c3ccccc3)C2)c(OC)c1 (stereo not given)	-0.4	-5	-18	18	-16	-2	3	34
CNC(=O)C1CC(=O)N(c2ccc(F)c(Cl)c2)C1 (stereo not given)	-0.3	-3	5	-4	16	-1	14	4
CCCCCCN1C=CC(=C/C=C(\C#N)C(=O)OCC)C=C1	2.1	-4	26	28	-10	-2	1	11
O=C(COC(=O)c1c(F)cccc1F)NCCNC(=O)COC(=O)c1c(F)cccc1F	1.7	-4	-7	-4	-2	-2	-7	3
CCOC(=O)c1ccc(C(=O)OCC)c(NC(=S)Nc2ccc([N+](=O)[O-])cc2OC)c1	3.5	-5	-17	-1	6	1	-14	39
CCOC(=O)C1CCCN(C/C(O)=C(\C#N)c2nc(-c3ccccc3)cs2)C1 (stereo not given)	1.0	0	9	-7	25	1	-2	16
CC1=C(C(=O)Nc2ccccc2)C(c2cccnc2)n2ncnc2N1 (stereo not given)	-1.6	-3	-16	-9	-1	11	7	7
O=C1N=NC2=C1c1c3ccccc3c(O)n1CC2	0.5	0	5	-36	-9	-5	11	3
COc1ccccc1OCCC(=O)OCC(=O)c1c(N)n(C)c(=O)n(C)c1=O	0.3	-2	3	-9	3	0	12	8
O=c1[nH]cc([N+](=O)[O-])cc1Br	0.6	-1	2	-14	6	-2	8	15
CCCNC(=O)C(Cc1ccc(Br)cc1)NC(=O)c1ccc(C#N)cc1 (stereo not given)	-2.1	-2	3	-5	8	-3	-6	-16
COc1ccccc1NS(=O)(=O)c1ccc(N/N=C/c2ccccc2OCC(=O)O)c([N+](=O)[O-])c1	2.7	-1	-7	0	23	-1	-10	7

One compound at a time, as listed above.
`COc1ccccc1NS(=O)(=O)c1ccc(N/N=C/c2ccccc2OCC(=O)O)c([N+](=O)[O-])c1` reads CHOP UPR activ = 2.7; APJ ag = -1; Mdm2-MdmX inh = -7; Jurkat NFkB inh = 0; APJ antagonist = 23; UPR XBP1 act = -1; 697 NFkB inh = -10; tim23-1 inh = 7
`COc1ccccc1OCCC(=O)OCC(=O)c1c(N)n(C)c(=O)n(C)c1=O` reads CHOP UPR activ = 0.3; APJ ag = -2; Mdm2-MdmX inh = 3; Jurkat NFkB inh = -9; APJ antagonist = 3; UPR XBP1 act = 0; 697 NFkB inh = 12; tim23-1 inh = 8
`CCOC(=O)C1CCCN(C/C(O)=C(\C#N)c2nc(-c3ccccc3)cs2)C1` (stereo not given) reads CHOP UPR activ = 1.0; APJ ag = 0; Mdm2-MdmX inh = 9; Jurkat NFkB inh = -7; APJ antagonist = 25; UPR XBP1 act = 1; 697 NFkB inh = -2; tim23-1 inh = 16

Later entries
SMILES	CHOP UPR activ	APJ ag	Mdm2-MdmX inh	Jurkat NFkB inh	APJ antagonist	UPR XBP1 act	697 NFkB inh	tim23-1 inh
COc1cccc(C(=O)NCCS(=O)(=O)N(C)Cc2ccccc2)c1	-0.8	-4	9	-11	4	-1	13	-4
COc1c([N+](=O)[O-])cc(C(=O)NNC(=O)c2ccc(C)cc2)cc1[N+](=O)[O-]	0.4	-3	1	5	-5	1	17	-1
Cc1ccc(C(C)C)c(OCC(=O)NS(=O)(=O)c2ccc(Cl)cc2)c1	-1.7	-5	30	3	10	-4	6	17
O=C(Nc1ccccc1F)c1ccc(Cn2cc(Br)cn2)cc1	1.3	-3	3	-23	-6	0	-17	18
CCN(CC)CCNC(=O)c1cn(CC)c2ccc(S(=O)(=O)N3CCOCC3)cc2c1=O	-2.5	-3	-12	-8	18	-7	0	8
O=C(CCc1ccccc1)Nc1cc2c3c(c1)CC(=O)N3CCC2	-0.6	-4	18	-7	15	-1	16	19
Cc1nc2ccc(NC(=S)NC(C)C)cc2nc1C	1.5	0	-50	8	9	5	-45	18
Cc1[nH]c2ccccc2c1/C=C(/C#N)C(=O)NC(C)C	0.2	-3	-16	-5	0	3	9	10
COc1ccc(CC(=O)OCC(=O)NC2CCCCC2)cc1	-1.0	-5	13	-2	3	-1	17	4
Cc1cccc(NC(=O)CCCN2C(=O)c3cccc4cccc(c34)C2=O)c1	-0.4	-2	10	-6	5	2	3	10
CC(C)c1ccc(NS(=O)(=O)c2ccc3c(c2)NC(=O)CO3)cc1	-1.4	-1	11	12	-5	-6	-17	25
O=C(N/C(=C\c1ccco1)C(=O)N1CCCCC1)c1ccc([N+](=O)[O-])cc1	0.8	-2	-4	-1	-2	0	0	23
Cc1cc(C)cc(-c2nnc(SCC(=O)NC3CC3)o2)c1	1.0	-4	2	10	-2	1	8	10
CC(=O)c1ccc(NC(=O)C2=CC(c3cccs3)=NS(=O)(=O)N2C)cc1	-1.0	-1	34	7	2	-2	-16	7
Cc1cccc(NC(=O)Nc2cccc(F)c2)n1	-0.7	-3	-44	-45	11	3	-18	13

Structures listed above that bear a hit mark in Mdm2-MdmX inh:
Compound,APJ ag,Mdm2-MdmX inh,Jurkat NFkB inh,APJ antagonist,UPR XBP1 act,697 NFkB inh
CN(C)Cc1ccc(-c2nc3cccc4c3n2CCNC4=O)cc1,-2,58*,57*,24,-1,-11
O=C(CNc1ccc(F)cc1)N/N=C/c1c(O)ccc2ccccc12,-1,72*,17,4,-4,-16

Going on with the list.
SMILES	CHOP UPR activ	APJ ag	Mdm2-MdmX inh	Jurkat NFkB inh	APJ antagonist	UPR XBP1 act	697 NFkB inh	tim23-1 inh
COc1ccc(CC(=O)Nc2ccc(-c3cn4ccccc4n3)cc2)cc1OC	2.5	0	15	-16	-18	7	-52	4
O=C(N/N=C/c1c(F)cccc1Cl)C1CC1	0.3	-3	3	0	11	-2	17	35
O=C(CSc1nnc(NC(=O)C2CC2)s1)NCc1ccco1	-0.2	-4	3	-8	21	-4	7	4
Cc1c(C=O)c2ccccn2c1C(=O)c1ccc(Cl)c([N+](=O)[O-])c1	-1.5	1	66*	9	-14	2	18	-6
O=C(CSC1CCCCC1)N1CCN(c2ccccc2)CC1	3.5	-1	-9	-10	7	-3	-2	30
COc1ccc(S(=O)(=O)NCC(c2ccco2)N2CCOCC2)cc1 (stereo not given)	-0.3	1	9	3	12	1	2	2
COCc1c(C(=O)OCC(=O)N(C)C2CCS(=O)(=O)C2)oc2ccccc12 (stereo not given)	-0.5	-6	6	-4	-2	-2	2	7
CCc1ccc(NC(=O)CSc2nnc(C)c(=O)n2N)cc1	2.3	-2	2	-9	-2	-2	-27	-9
COc1ccccc1NC(=O)C(C)n1cnc2c(oc3nc4c(cc32)CCCC4)c1=O (stereo not given)	1.6	2	11	12	-14	0	8	13
COc1cc(Cl)c(C)cc1NC(=O)CSC	1.8	-2	7	4	3	-5	-2	18
